# Screening results as filed in PubChem BioAssay.
# Cycloheximide cs: Cycloheximide Counterscreen for Small Molecule Inhibitors of Shiga Toxin. cell reporter, cycloheximide protein synthesis inhibition counterscreen. AID 2314, 2010. 12% of 300,000 active. max response, %; in the data active = max response mostly above about 13%, no sharp cut-off; inactive = mostly below about 14%; also: read at 38.3 µM for the half of the compounds with a filed dose; 0% is about no effect
# FBPA Giardia inh: qHTS Assay for Inhibitors of Fructose-1,6-bisphosphate Aldolase from Giardia Lamblia. A8B2U2. purified Giardia FBPA. Potency, µM (doses to about 59.6 µM), for the others: at the top dose activity, negative = inhibition, usual class: inhibitors. 0.71% of 290,000 active. AID 2451, 2010; also: potency is read from the fitted curve at half-maximal effect; % is scaled to controls: 0 for no effect and ±100 for the full control effect; nearly all actives have a fitted effect of over 55% in size
# Target sequence (A8B2U2 whole entry, looked up): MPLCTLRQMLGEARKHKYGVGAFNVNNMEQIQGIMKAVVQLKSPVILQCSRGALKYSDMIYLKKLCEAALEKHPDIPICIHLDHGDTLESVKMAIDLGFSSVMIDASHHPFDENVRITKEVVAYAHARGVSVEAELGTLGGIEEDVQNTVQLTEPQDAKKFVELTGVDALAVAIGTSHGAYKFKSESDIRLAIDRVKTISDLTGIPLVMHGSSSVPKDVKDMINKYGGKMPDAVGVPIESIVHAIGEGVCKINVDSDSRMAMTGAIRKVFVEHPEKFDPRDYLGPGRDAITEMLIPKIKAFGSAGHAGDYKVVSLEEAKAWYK
#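 Giardia FBPA (40 nM reagent) was preincubated 10 min at RT with compound (up to 57.5 uM final), then substrate plus GAPDH/TPI/NAD/arsenate coupling system with diaphorase/resazurin was added; resorufin fluorescence (525/598 nm) was read after 20 min.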
# Pf growth 48h: Primary qHTS for delayed death inhibitors of the malarial parasite plastid, 48 hour incubation; P. falciparum luciferase growth in erythrocytes, 48 h; Potency, µM (doses to about 28.7 µM), for inactives: at the highest dose activity change, negative = inhibition, actives largely listed as inhibitors; 5.9% of 310,000 active; also: potency is read from the fitted curve at half-maximal effect; % is scaled to controls: 0 for no effect and ±100 for the full control effect
#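 First compound was added to culture medium, then infected red cells at 0.1% parasitemia and 2% hematocrit (final). After incubation at 37 C under 5% CO2, luciferase detection reagent was dispensed and light output recorded.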
# Pf growth 96h: Primary qHTS for delayed death inhibitors of the malarial parasite plastid, 96 hour incubation. P. falciparum luciferase reporter growth, 96 h. Potency, µM (top dose mostly 28.7 µM), without a hit: at the highest dose activity change, negative = inhibition, actives largely listed as inhibitors. 6.9% of 320,000 active. AID 504834, 2011; also: potency is read from the fitted curve at half-maximal effect; % is scaled to controls: 0 for no effect and ±100 for the full control effect
#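 Delayed-death screen, second-generation endpoint: infected erythrocytes, 2% hematocrit, 0.05% parasitemia final; 96 hours at 37 C, 5% CO2; luciferase detection reagent; luminescence decrease equals reduced growth.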
# Shiga toxin inh: A qHTS for Small Molecule Inhibitors of Shiga Toxin. Vero cells, Shiga toxin protein synthesis inhibition reporter. inhibition, % at 38.7 µM. 9.2% of 290,000 active. AID 2315, 2010; in the data active = inhibition mostly above about 28%, no sharp cut-off; inactive = mostly below about 43%; also: 0% is about no effect
# Sm TGR inh: qHTS Assay for the Inhibitors of Schistosoma Mansoni Peroxiredoxins | Schistosoma mansoni thioredoxin glutathione reductase (TGR), Q962Y6 | purified TGR, DTNB reduction, TNB absorbance 405 nm | Potency, µM (top dose mostly 114 µM), without a hit: at the top dose activity change, negative = inhibition, most hits filed as inhibitors | 3% of 360,000 active | AID 485364, 2010; also: potency is read from the fitted curve at half-maximal effect; % is scaled to controls: 0 for no effect and ±100 for the full control effect; nearly all actives have a fitted effect of over 60% in size
#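 First, TGR (20 nM dispensed) and NADPH were mixed with compound. Second, a 15 min room-temperature incubation followed. Third, further NADPH and then DTNB were added to start the reaction. Finally, TNB absorbance was monitored kinetically.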
# Starred values were filed as active, the others as inactive; ? = inconclusive; . = no result given; & = joins results of further samples; [ ] = dose if it differs, or a comment. Unless noted, calls follow the shape of the dose curve; as a rule, active = well fitted curve in the direction sought with a large enough effect; inconclusive = small, poorly fitted or top-dose-only effect, or another doubt; inactive = no such curve, though single readings can be large; an effect the other way counts as inactive or inconclusive. Outcome played no part in choosing rows; any-hit rate near 24%.
no.	mol	Pf growth 48h	Shiga toxin inh	Sm TGR inh	Cycloheximide cs	FBPA Giardia inh	Pf growth 96h
1	O=C(CCC1CCCC1)Nc1cc(Cl)ccc1N1CCOCC1	?	.	3%	.	.	8.3µM*
2	C=CCNC(=O)c1ccccc1NS(=O)(=O)c1ccc(SC)cc1	-9%	-7	-9%	-3	14%	.
3	Oc1ccc(O)c(/C(=N/Nc2ccccc2)c2ccccc2)c1	?	17	6.3µM*	27*	-11%	?
4	CCc1ccc(NC(=O)CSc2nc(NS(=O)(=O)c3ccccc3)cc(=O)[nH]2)cc1	?	-13	-3%[57.1 µM]	-1	-19%	4.1µM*
5	COC(=O)C1=CNC=C(C(=O)OC)C1c1cccc2ccccc12	12µM*	-4	1%	7	1%	6%
6	CC(OC(=O)c1cccnc1Cl)C(=O)NCc1ccccc1 (configuration not stated)	-22%	.	0%	.	.	11%
7	CCOC(=O)C(Oc1ccc2c(-c3ccccc3)cc(=O)oc2c1C)c1ccccc1 (configuration not stated)	12µM*	-2	0%	1	0%	?
8	O=C(CN1C(=O)NC2(CCCC2)C1=O)OCc1ccc(F)cc1	12%	.	1%	.	.	19%
9	Cc1ccc(C)c(Nc2nc3c(S(=O)(=O)c4ccccc4)nnn3c3ccccc23)c1	?	-6	-15%	-3	6%	?
10	c1ccc(Cc2nc(-c3ccccn3)no2)cc1	150%[activator]	94*	3%	50*	-4%	0%[5.75 µM]
11	C=C(C)CSc1nc(C)c(Cc2ccccc2)c(=O)[nH]1	-6%	-6	0%	-3	-7%	5%
12	CCCCC(=O)Nc1c2c(nn1-c1ccc(C)cc1)CS(=O)(=O)C2	-3%	-16	-19%	-7	10%	?
13	COc1ccc(C(=O)CN2CCN(c3cc(C)nc4ccccc34)CC2)cc1	?	1	20µM*	-3	-4%	?
14	Cc1ccc(Nc2cc(=O)n(C3CCCCC3)c(=O)[nH]2)cc1C	?	3	1%	0	-2%	?
15	CC(C)C(=O)Nc1ccc(N2CCN(S(C)(=O)=O)CC2)cc1	.	-4	-22%	-3	0%	5%

# Already shown: an excerpt of the list.
no.	mol	Pf growth 48h	Shiga toxin inh	Sm TGR inh	Cycloheximide cs	FBPA Giardia inh	Pf growth 96h
12	CCCCC(=O)Nc1c2c(nn1-c1ccc(C)cc1)CS(=O)(=O)C2	-3%	-16	-19%	-7	10%	?
13	COc1ccc(C(=O)CN2CCN(c3cc(C)nc4ccccc34)CC2)cc1	?	1	20µM*	-3	-4%	?
14	Cc1ccc(Nc2cc(=O)n(C3CCCCC3)c(=O)[nH]2)cc1C	?	3	1%	0	-2%	?
15	CC(C)C(=O)Nc1ccc(N2CCN(S(C)(=O)=O)CC2)cc1	.	-4	-22%	-3	0%	5%

# Further structures follow:
no.	mol	Pf growth 48h	Shiga toxin inh	Sm TGR inh	Cycloheximide cs	FBPA Giardia inh	Pf growth 96h
16	CC1CCCCN1c1ncnc(N)c1[N+](=O)[O-] (configuration not stated)	-5%	-4	3%	-2	1%	-5%
17	CCC(C)NCCCCOc1cc(C)cc(C(C)C)c1 (configuration not stated)	?	-13	-3%	-2	-19%	27%
18	COc1ccccc1CNC(=O)COC(=O)c1sc(C)nc1C	-7%	.	-3%	.	.	8%
19	C=CCn1c(O)c(N=Nc2c(C)n(C)n(-c3ccccc3)c2=O)c(=O)[nH]c1=S	-22%	-8	2%	-2	-24%	6.6µM*
20	O=C(CSc1ccc(-c2cccs2)nn1)Nc1ccccc1	10%	49	-13%&-4%	14	4%	1%
21	O=C(CN(Cc1ccco1)C(=O)CNS(=O)(=O)c1ccccc1)NCc1ccc(F)cc1	0%	13	-10%	6	4%	-21%
22	CN(C)NC1CC(=O)N(c2ccccc2)C1=O (configuration not stated)	?	-13	-2%	-2	1%	95%[activator]
23	O=C(Cc1ccc(Br)cc1)Nc1cccc(-c2cn3c(n2)SCC3)c1	?	7	1%	13	4%	?
24	CC(=O)CC(c1ccccc1[N+](=O)[O-])c1c(O)c2ccccc2oc1=O (configuration not stated)	-8%	9	10%	9	14%	-12%
25	CC(C)(C)NC(=O)COC(=O)/C=C/c1ccccc1[N+](=O)[O-]	.	38*	-6%	24*	-2%	4%
26	O=C(CNC(=O)Cc1ccccc1)NCC(=O)OCC(=O)c1ccc(Cl)cc1	9%	13	-2%	-4	2%	?
27	O=C(COc1ccc2ccccc2c1)NCCNC(=O)COc1ccc2ccccc2c1	.	-5	2%	11	-2%	?
28	COc1ccc(NC(=O)c2ccccc2NC(=O)CSc2ccc(C)cc2)cc1	31%[activator]	8	12%	6	4%	38%[activator]
29	CC(C)CN1CCC(=O)N([C@H](CO)Cc2ccccc2)CC1	35%[activator]	-6	2%	-1	-3%	39%[activator]
30	O=S(=O)(c1cnccc1N1CCN(CCO)CC1)N1CCCCC1	6%	-7	-18%	0	.	37%[activator]
31	COc1ccc(OC)c(CCNC(=O)CN2C(=O)COc3ccc(S(=O)(=O)N4CCOCC4)cc32)c1	14%	-4	-16%	0	-7%	-19%
32	O=c1cc(-c2ccc(O)cc2)oc2cc(O)c([C@@H]3O[C@H](CO)[C@@H](O)[C@H](O)[C@H]3O)c(O)c12	.	-4	.	-3	-6%	.
33	O=C(c1cc(-c2ccc3c(c2)OCO3)on1)N1CCCCC1	202%[activator]	55*	1%	25*	-9%	13µM*
34	Cc1ccc(OCC(=O)c2cc(C)n(C3CC3)c2C)c([N+](=O)[O-])n1	13%	-4	-34%	0	-2%	?
35	COc1cccc(C(=O)NC(=S)Nc2ccc(Cl)cc2C(=O)O)c1	31%[activator]	4	9%	1	?	43%[activator]
36	CCOc1cc2[nH]c(=S)n(CCCC(=O)NCc3ccco3)c(=O)c2cc1OCC	3%	-31	-4%	-2	3%	28%
37	Cc1cc(C)c(-n2c(O)c(/C=N/NC(=O)c3ccncc3)c(=O)[nH]c2=O)c(C)c1	-7%	17	0%	2	9%	15%
38	O=C(CCCC(=O)c1ccc(O)cc1)c1ccc(O)cc1	43%[activator]	.	-2%	.	.	-16%
39	O=C(Cc1ccccc1)N1CCN(c2ccccc2F)CC1	-6%	-8	?	-2	2%	?
40	COc1ccc(C(=O)NC(=S)Nc2cccnc2)cc1OC	31%[activator]	4	.	24	?	-26%
41	CCOc1ccccc1CN(Cc1ccco1)S(=O)(=O)c1ccc(-n2cnnn2)c(OC)c1	10µM*	20	2%	7	-7%	.
42	CN(C)C(=O)c1nc2ccccc2s1	33%[activator]	74*	-1%	28*	8%	19%
43	COc1ccc(/C=N/OCC(=O)Nc2cc(C)on2)cc1OC	7%	-5	2%	6	10%	13%
44	CCCCc1oc2c(c(=O)c1C)C(=O)CC(c1ccccc1)C2 (configuration not stated)	.	11	1%	10	-7%	?
45	CCCn1ncc(CN2CCC(C(=O)Nc3cccc(-c4cccc(F)c4)c3)CC2)c1C	7.4µM*	-10	0%	-5	3%	?
46	CC(=O)n1cc(/C=N/NC(=O)c2ccccc2Cl)c2ccccc21	.	8	1%	1	-2%	?
47	COc1ccc(C(=O)N/C(=C\c2ccccc2)C(=O)Nc2ccc(C(=O)NCC(=O)O)cc2)cc1	?	.	3%	14	13%	?
48	COCCN(CCOC)S(=O)(=O)c1ccc(OC)cc1	18%	-26	-2%	4	-1%	.
49	COc1ccccc1C(CC(=O)Nc1nccs1)c1ccco1 (configuration not stated)	2.9µM*	-3	50µM*	1	-1%	6.6µM*
50	Cc1cc(C)nc(/N=C2/NC(=O)CS2)n1	20%	-6	11%	2	-15%	?
51	Cn1c2ccccc2c2cnn(CC(=O)O)c(=O)c21	13%	28	?	-3	5%	-8%
52	COc1cc(CNc2ccc3c(c2)CCC3)cc(OC)c1O	25%	63*	0.32µM*	30*	?	10%
53	CCC1=NN(C(=O)Cc2ccc(OC)cc2)C(O)(C(F)(F)F)C1 (configuration not stated)	-7%	-3	3%	-2	6%	48%[activator]
54	O=C(NCc1cccnc1)c1cccc(F)c1	14%	14	4%	-3	2%	.
55	CNC(=O)Nc1cccc(C(F)(F)F)c1	3%	10	-1%	12	-1%	.
56	COc1ccc(C2=NN(C(=O)CSc3nnc(-c4ccccc4F)o3)C(c3ccco3)C2)cc1 (configuration not stated)	?	-8	-7%	-2	0%	?
57	O=C(CN1C(=O)NC2(CCCC2)C1=O)OCc1c(F)cccc1Cl	16%	.	4%	.	.	34%[activator]
58	COc1ccc(/C=N\NS(=O)(=O)c2ccc(Cl)cc2)cc1COc1ccccc1[N+](=O)[O-]	-30%	-1	-16%	-1	-6%	-10%
59	CN1CCc2c(c3ccccc3n2Cc2ccccc2)C1	-7%[12.8 µM]	-4	1%	-2	-20%	?
60	COc1cccc(-c2nn(-c3ccc(C)cc3)cc2C(=O)N2CCc3cc(OC)c(OC)cc3C2)c1	9.3µM*	.	-9%	.	.	?
61	O=C(CCCOc1ccccc1)Nc1cccc(C(=O)O)c1	54%[activator]	-3	25%	7	20%	-95%
62	CC(C)CN(C(=O)COC(=O)c1cccc2ccccc12)c1c(N)n(Cc2ccccc2)c(=O)[nH]c1=O	?	.	10%	.	.	1%
63	COc1ccc(/C=N/NC(=O)c2nc(-c3ccccc3)n(-c3ccccc3)n2)c(O)c1	?	-10	-2%	-3	2%	11%
64	CCCCc1cc(=O)oc2c(CN3CCCC3)c(O)ccc12	?	9	-12%	-2	-2%	?
65	COc1ccc(N2C(=O)CC(N3CCC(C(N)=O)CC3)C2=O)cc1 (configuration not stated)	10%	-1	14µM*	-1	4%	.
66	COc1ccc(N(C(=O)c2snc(C(N)=O)c2N)C(C(=O)NCc2ccccc2)c2ccc(O)cc2)cc1 (configuration not stated)	-13%	-13	-1%	6	16%	9%
67	O=C(CSc1nc2ccccc2[nH]1)c1c[nH]c2ccccc12	5%	72*	.	29*	0%	-2%
68	Cc1cc(NC(=O)CSc2nc3cc(Cl)ccc3c(=O)n2Cc2ccco2)no1	13%	16	-8%	1	3%	-6%
69	CC(=O)Nc1ccc(NC(=S)NC(=O)/C=C/c2ccco2)cc1	1%	.	18µM*	-4	-16%	?
70	COc1ccc(CCNC(=O)C(=O)NCC2CCCN2S(=O)(=O)c2ccc(OC)cc2)cc1 (configuration not stated)	?	.	3%	.	.	?
71	COC(=O)c1sccc1NC(=O)Cc1ccc(OC)c(OC)c1	11%	7	5%	14	-11%	?
72	O=C(NCc1ccc2c(c1)OCO2)Nc1ccc(Cl)cc1	13%	24	21%	25*	3%	?
73	Nc1c(N(CCO)C(=O)C2CCCCC2)c(=O)[nH]c(=O)n1Cc1ccccc1	0%	27	-2%	5	-5%	-16%
74	CN1C(=O)C(O)(CC(=O)/C=C/c2ccco2)c2ccccc21 (configuration not stated)	-4%	-3	.	-9	-1%	38%[activator]
75	C=CCn1cnc2c(c1=O)c1nc3ccccc3nc1n2-c1ccc(C)cc1	-16%	5	-22%	-2	3%	?

# Remaining list, next part
no.	mol	Pf growth 48h	Shiga toxin inh	Sm TGR inh	Cycloheximide cs	FBPA Giardia inh	Pf growth 96h
76	COc1ccc2c3c([nH]c2c1)C1CC2C(CC(O)C(OC)C2C(=O)O)CN1CC3 (configuration not stated)	9.3µM*	14	-10%	5	-23%	3.7µM*
77	CC(=O)c1c(C)oc2ccc(N(C(=O)C3CCCCC3)S(=O)(=O)c3cc([N+](=O)[O-])ccc3C)cc12	12%	2	0%	0	3%	3.7µM*
78	CCOc1c(Br)cc(C2NS(=O)(=O)N=C3CCCCCN32)cc1OC (configuration not stated)	.	-5	11%[11.4 µM]	-2	0%	.
79	COc1cccc(NC(=S)N2CCC(Cc3ccccc3)CC2)c1	?	9	0%	20	.	-22%
